ERK EGF inh: qHTS Assay for Inhibitors of the ERK Signaling Pathway using a Homogeneous Screening Assay; Stimulation with EGF | HEK293-V1b, EGF-stimulated phospho-ERK AlphaScreen | Potency, µM (series often up to 11.5 µM), for the others: top-dose activity change, negative = inhibition, hits mostly inhibitors | 130,000 tested, 0.41% active | AID 1454, 2008; active = well fitted inhibition curve with a large enough effect; inconclusive = small, poorly fitted or top-dose-only effect, or effect the other way;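 note: plate controls were stimulated vehicle wells for no effect and unstimulated vehicle basal for full effect; nearly all actives have a fitted effect of over 55% in size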
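Cell line HEK293 (stable V1b), low serum overnight. Pretreatment: compound 30 min, 37C. EGF 25 nM, 5 min. Detection: SureFire AlphaScreen, 5 h RT. AC50 via standard Hill equation.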
* hit, by the source's call; ? = inconclusive; [ ] = remark or other dose. Potency is the fitted concentration of half-maximal effect. These rows are one share of the data; the hit share may differ from the screen's.

SMILES | ERK EGF inh
COC(=O)c1sc(S(=O)(=O)Nc2ccc(C)c(C)c2)c(C(=O)OC)c1C | -5%
O=C(COC(=O)c1cc([N+](=O)[O-])ccc1NCCO)NCc1cccs1 | 21%
CCN1CCN(Cc2ccc(NC(=O)c3cc(NC(=O)C(=O)c4c[nH]c5ccccc45)cc(OC)c3)cc2C(F)(F)F)CC1 | 5%[57.5 µM]
Cc1nc(Cl)c2c(n1)NC(=O)CO2 | -22%[57.5 µM]
Cn1c(N)c(C(=O)CCl)c(=O)n(Cc2ccccc2)c1=O | -1%
COC(=O)NC(CCc1ccccc1)C(C(=O)OC)C(=O)OC (configuration not stated) | -11%
COc1ccc(-n2c(C)ccc2C)c([N+](=O)[O-])c1 | ?
CN(CCOc1ccc(CC2SC(=O)NC2=O)cc1)c1ccccn1 (configuration not stated) | -3%
NC(=O)c1ccccc1N(Cc1ccccc1)S(=O)(=O)c1ccccc1 | -11%
COCCNC(=O)C(c1ccccc1F)N(C(=O)C(=O)NC1CCCC1)C1CCCCC1 (configuration not stated) | 14%
O=C(NCCc1cccs1)C1CC(c2ccccc2F)=NO1 (configuration not stated) | 5%[57.5 µM]
Cc1cccc(N(CC(=O)NC(C)(C)C)C(=O)CNC(=O)c2cccs2)c1 | 2%
O=C(/C=C/c1ccc([N+](=O)[O-])cc1)N(c1ccccn1)C1CCCCC1 | -6%
CC(=O)Nc1ccccc1OCc1cnc(Cl)s1 | -6%
Nc1c2ccccc2nc2c(O)cccc12 | 7%[25.7 µM]
Cc1cc(N)c2cc(NC(=O)/C=C/c3ccccc3Cl)ccc2n1 | ?
COc1cccc2cc(C(N)=O)oc12 | 3%
COc1ccc(N2C(=O)C3C(C2=O)C2C=CC3C23CC3)c([N+](=O)[O-])c1 (configuration not stated) | 6%
O=[N+]([O-])c1ccc(-n2ccnc2)cc1 | -3%[57.5 µM]
O=C(NNC(=S)Nc1ccc(F)cc1)c1cccc([N+](=O)[O-])c1 | -2%[57.5 µM]
Cc1ccc2oc(=O)c3cc(C(=O)NCCCN4CCc5ccccc5C4)sc3c2c1 | 5%
O=[N+]([O-])c1cc(Cl)ccc1N1CCOCC1 | 3%
COc1cc(OC)cc(-c2nc(=S)n3ccsc3n2)c1 | -4%
O=C(COC(=O)c1ccc(CO)cc1)Nc1ccc(OC(F)F)cc1 | -1%
COc1ccc(NC(=O)C2CC(=O)N/C(=N/N=C/c3ccco3)S2)cc1 (configuration not stated) | -2%[57.5 µM]
C[C@H](NS(=O)(=O)c1ccccc1)C(=O)OCC(=O)NC(=O)Nc1ccc2c(c1)OCCO2 | -2%
COCCNC(=S)N/N=C(\C)c1cc2ccccc2o1 | 2%
CCc1n[nH]c(=S)n1/N=C/c1cc(Br)c(OC)cc1OC | 3%
CC(C)OC(=O)CSc1nc(Cc2cccs2)nc2ccccc12 | 5%
CCOc1ccc(NC(=O)c2ccc(NC(=O)CSc3nc4ccccc4c(=O)[nH]3)cc2)cc1 | -1%
Cc1oc(S(=O)(=O)N2CCCCC2)cc1NC(=O)Nc1ccccc1 | 5%[57.5 µM]
O=C(N/N=C/c1ccc(-c2cccc([N+](=O)[O-])c2)o1)[C@H]1C[C@@H]1c1ccccc1 | 6%
CCOC(=O)[C@H](CCc1ccccc1)N[C@@H](C)C(=O)N1[C@H](C(=O)O)C[C@H]2CCCC[C@@H]21 | 7%
O=C(NCc1ccccn1)C(=O)NN=C1CCCCCCCCCCC1 | 3%
COCCN=C1Sc2nc3cc4c(cc3cc2CN1CC1CCCO1)OCO4 (configuration not stated) | -10%
COc1ccc(C(=O)/C=C/c2ccc(N3CCCCC3)c([N+](=O)[O-])c2)cc1 | 32µM*
CCSc1nnc(NC(=O)C2CC2c2ccccc2)s1 (configuration not stated) | 3%
O=C(COC(=O)c1ccc[nH]c1=O)NC1CCCCCC1 | 3%
COC(=O)c1ccc(NC(=O)C23CC4CC(C2)CC(n2cnc(Cl)n2)(C4)C3)cc1 | 7%
O=C1/C(=C/c2ccccc2)CCC1C1CCCC1 (configuration not stated) | -4%
CCOc1ccc2nc(NC(=O)c3ccccn3)sc2c1 | -1%[57.5 µM]
CCC/C=C(\CCC)C(NC(=O)c1cccs1)c1ccc(C(=O)OC)cc1 (configuration not stated) | 5%
Cc1ncc([N+](=O)[O-])n1CCOC(=O)C12CC3CC(CC(C3)C1)C2 | -6%
CCOc1ccc(CN2CCN(Cc3cnc(-c4ccccc4)s3)CC2CCO)cc1 (configuration not stated) | ?
CC1CCN(C(=O)COc2cccc3c2CCN(Cc2ccccc2)C3=O)CC1 | -1%
Cc1ccc([N+](=O)[O-])c(C(=O)Nc2cccnc2Cl)c1 | 4%
CC1SC(=NC(=O)C(C)N2C(=O)c3ccccc3C2=O)NC1=O (configuration not stated) | 6%
COc1ccc(CN(C)CC(=O)NC(=O)NCc2ccccc2)cc1OC | 5%
COc1cccc(/C=N/Nc2ncnc(Cl)c2N)c1O | -4%
CCOC(=O)c1oc2ccccc2c1NC(=O)CCl | 2%[57.5 µM]
CCOc1cc(N2CCOCC2)c(OCC)cc1NC(=O)c1ccc(C)cc1 | 28%
Cn1cccc1/C=C1/SC(=O)N(CC(=O)N2CCCC2)C1=O | -11%
Cc1ccc(Cn2ccc(NC(=O)c3cc(C4CC4)on3)n2)cc1 | 9%[57.5 µM]
Cc1c(C(=O)OCC(=O)N(C)C2CCS(=O)(=O)C2)oc2ccc(Br)cc12 (configuration not stated) | 8%[57.5 µM]
Cc1ccc2nc3c(cc(C(=O)NC4CCCC4)c(=N)n3CCCn3ccnc3)c(=O)n2c1 | -3%
O=c1cc(-c2ccccc2)[nH]c2cc(Cl)ccc12 | 2%
CCn1c2ccccc2c2cc(NC(=O)c3cc(C)on3)ccc21 | -2%
COC(=O)C1=C(C)N(c2ccc(Cl)c(Cl)c2)C(=O)C1 | 6%
COc1ccccc1NC(=S)NCCSc1ccc(Cl)cc1 | 7%
Cc1cc(-c2ccccc2)n2nc(N)nc2n1 | -12%[57.5 µM]

Remaining list, next part:
SMILES | ERK EGF inh
CC1CCCN(CCOc2ccc(Br)cc2)C1 (configuration not stated) | 7%
COc1ccc(OC)c(NC(=O)COC(=O)CN(C)S(=O)(=O)c2ccc(C)cc2)c1 | 1%
N#Cc1ccccc1Cn1c(=O)n(CCCC(=O)NCc2ccc3c(c2)OCO3)c(=O)c2ccccc21 | -7%
CC(=O)C1=C(C)NC(=O)NC1c1ccc(Cl)cc1 (configuration not stated) | 4%
O=C(O)c1ccc(-n2[nH]c3c(c2=O)CCCC3)cc1 | -18%
S=C(NC1CCCC1)N1CCOCC1 | -1%
COc1ccccc1Oc1ccc(N/C=C/C(=O)C(C)(C)C)cc1 | -3%
COc1ccc(N2CCN(C(=O)c3cccc(N4C(=O)C5CC=CC(C)C5C4=O)c3)CC2)cc1 (configuration not stated) | ?
O=C(CSC1CC(=O)N(CCc2ccccc2)C1=O)Nc1ccc(Cl)cc1 (configuration not stated) | 6%
COc1ccc(/C=N/Nc2nc(-c3ccc(C)cc3)c(NC(C)=O)s2)cc1 | -1%[57.5 µM]
COC(=O)CNC(=O)[C@@]1(C)C=C[C@@H](Cc2ccccc2)N1C(=O)OC | -8%
CC(C)(C)NC(=O)C(c1c[nH]c2ccccc12)N(C(=O)Cn1nnc(-c2ccc(F)cc2)n1)c1cccc(O)c1 (configuration not stated) | -2%
O=C(Nc1ccc(C2=NCCN2)cc1)c1ccc(C(=O)Nc2ccc(C3=NCCN3)cc2)c(Cl)c1 | -15%[57.5 µM]
COc1cccc(C2CC(c3cccc(Br)c3)n3ncnc3N2)c1 (configuration not stated) | -1%
COc1ccc(C(=O)N[C@H](C(=O)Nc2nc3ccccc3[nH]2)C(C)C)cc1 | 6%
CC(C)CN1CCC2(CC1)CCN(C(=O)c1ccncc1)CC2 | 11%
N#CC1=C(N)Oc2ccc3ccc(O)cc3c2C1c1ccsc1 (configuration not stated) | -11%
COC(=O)C1=C(NC(=O)C(C)(C)C)CCS1 | 3%
CCCN1C2CCCC1CC(NC(=O)Nc1ccc(C(C)C)cc1)C2 (configuration not stated) | -8%
COc1ccc(-c2cccc(C(=O)Nc3ccccc3C)c2)cc1 | 6%
CCOc1ccc(-n2c(C)nc(O)c2N=Nc2ccccc2)cc1 | 26%[57.5 µM]
CNC(=O)c1[nH]cnc1C(=O)Nc1ccc(C)cc1 | 1%
O=C(NCCc1cccc(Cl)c1)c1cccs1 | -8%
Cc1cnc(NC(=O)CCN2C(=O)C3CCCCC3C2=O)s1 (configuration not stated) | 4%
Cn1c(=S)n(CCC(=O)O)c2ccccc21 | 2%
Cc1ccc(NC(=O)NC(=O)COc2ccc(Cl)cc2Cl)c(C)c1 | 6%
O=C(NN1C(=O)C2C(C1=O)C1C=CC2C12CC2)c1cccc(Cl)c1 (configuration not stated) | -6%
O=C(NC(=S)N1CCN(Cc2ccc3c(c2)OCO3)CC1)c1ccc(Cl)cc1 | 8%
Cc1ccc2sc(NNC(=O)c3ccc4c(c3)OCCO4)nc2c1C | ?
CC1O[C@@H](Oc2c(-c3ccc(O)c(O)c3)oc3cc(O)cc(O)c3c2=O)C(O)C(O)C1O (some centres not stated) | 3%
CCOc1cc(/C=N/Nc2nc(N3CCCC3)nc(N3CCCC3)n2)ccc1O | 2%
CC(C)(C)C(=O)NCCN1C(=O)S/C(=C\c2ccc([N+](=O)[O-])cc2)C1=O | 2%
Cc1nnn(C23CC4CC(CC(CC(=O)Nc5ccc(C)c(C)c5)(C4)C2)C3)n1 | -5%
N#C/C(=C\Nc1ccccn1)S(=O)(=O)c1ccc(Cl)cc1 | 7%[57.5 µM]
O=C(C1CCN(c2nnc(-n3cccc3)s2)CC1)N1CCc2ccccc2C1 | 18%
COc1ccccc1C1CCN(C(=S)Nc2ccc(Br)cc2)CC1 | 7%[57.5 µM]
Cc1nn(C)c(C(=O)NNC(=S)NC2CCCCC2)c1Cl | -5%
COC(=O)CN1C(CN2CCOCC2)=Nc2ccc(Br)cc2C1c1ccccc1 (configuration not stated) | -12%[57.5 µM]
Cn1c(Cn2c(=O)sc3ccccc32)nnc1SCC(=O)Nc1ccc(Cl)cc1 | 0%
Clc1ccc(C2CC(c3cccs3)n3ncnc3N2)c(Cl)c1 (configuration not stated) | -17%[57.5 µM]
S=C1Cc2ccccc2N1 | ?
Cc1ccc(NC(=O)COC(=O)c2cc(Cl)ccc2Cl)c(Br)c1 | 1%
CCc1sc(C(C2C(=O)CC(C)(C)CC2=O)C2C(=O)CC(C)(C)CC2=O)cc1[N+](=O)[O-] | -9%
COC(=O)c1ccc(N=Cc2c(-c3ccccc3)[nH][nH]c2=O)cc1 | 1%
CC1(C)CC(=O)c2cnc3c(C#N)cnn3c2C1 | -1%
COc1c(F)c(F)c(C(=O)O)c(Nc2cccc(C)c2)c1F | 12%
C=CCNC(=O)c1onc(CSc2ccccn2)c1C(=O)NCC=C | -18%[57.5 µM]
COc1ccc(CCN2C(=O)CC(N3CCN(C/C=C/c4ccccc4)CC3)C2=O)cc1OC (configuration not stated) | -4%[57.5 µM]
CCOc1ccc(S(=O)(=O)NCc2ccc(C)cc2)c2cccnc12 | 9%
CC(=O)NC1C(Oc2ccc(C)cc2)OC2COC(c3ccco3)OC2C1O (configuration not stated) | 4%
COc1cc(/C=N/N2C(=O)c3ccccc3C2=O)ccc1O | 8%
CCOc1ccc(CN(C)CCc2ccccn2)cc1 | 2%
C[C@H](CO)NC(=O)[C@H]1C[C@@H]1[C@H](NP(=O)(c1ccccc1)c1ccccc1)c1ccccc1 | -3%
O=C(Nc1cccc(S(=O)(=O)NC2=NCCC2)c1)C1CCC1 | -1%
Nc1ncnc2c1ncn2C1CCCC1 | -9%

Ordered by molar mass (low to high): some entries from above
SMILES | ERK EGF inh
S=C1Cc2ccccc2N1 | ?
Nc1ncnc2c1ncn2C1CCCC1 | -9%
CC1(C)CC(=O)c2cnc3c(C#N)cnn3c2C1 | -1%
CCOc1ccc(CN(C)CCc2ccccn2)cc1 | 2%
COc1cc(/C=N/N2C(=O)c3ccccc3C2=O)ccc1O | 8%
COc1c(F)c(F)c(C(=O)O)c(Nc2cccc(C)c2)c1F | 12%
N#C/C(=C\Nc1ccccn1)S(=O)(=O)c1ccc(Cl)cc1 | 7%[57.5 µM]
O=C(Nc1cccc(S(=O)(=O)NC2=NCCC2)c1)C1CCC1 | -1%
Cc1nn(C)c(C(=O)NNC(=S)NC2CCCCC2)c1Cl | -5%
Clc1ccc(C2CC(c3cccs3)n3ncnc3N2)c(Cl)c1 (configuration not stated) | -17%[57.5 µM]
CCOc1ccc(S(=O)(=O)NCc2ccc(C)cc2)c2cccnc12 | 9%
C=CCNC(=O)c1onc(CSc2ccccn2)c1C(=O)NCC=C | -18%[57.5 µM]
O=C(C1CCN(c2nnc(-n3cccc3)s2)CC1)N1CCc2ccccc2C1 | 18%
COc1ccccc1C1CCN(C(=S)Nc2ccc(Br)cc2)CC1 | 7%[57.5 µM]
Cc1ccc(NC(=O)COC(=O)c2cc(Cl)ccc2Cl)c(Br)c1 | 1%
Cn1c(Cn2c(=O)sc3ccccc32)nnc1SCC(=O)Nc1ccc(Cl)cc1 | 0%
CCc1sc(C(C2C(=O)CC(C)(C)CC2=O)C2C(=O)CC(C)(C)CC2=O)cc1[N+](=O)[O-] | -9%
C[C@H](CO)NC(=O)[C@H]1C[C@@H]1[C@H](NP(=O)(c1ccccc1)c1ccccc1)c1ccccc1 | -3%
COC(=O)CN1C(CN2CCOCC2)=Nc2ccc(Br)cc2C1c1ccccc1 (configuration not stated) | -12%[57.5 µM]
